HP1b binding inh = inhibitors of HP1-beta chromodomain binding to methylated histone tails | P83916 | AlphaScreen HP1-beta / biotin-H3K9me3 peptide binding | Potency, µM (highest dose often 114 µM), without a hit: at the top dose activity change, negative = inhibition, most hits filed as inhibitors | 390,000 compounds, 0.56% hits | AID 540317; also: potency is read from the fitted curve at half-maximal effect; nearly all actives have a fitted effect of over 70% in size; inactives centre near 23
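Compound inhibition of the preformed complex between 50 nM HP1-beta and 50 nM biotinylated H3K9me3 peptide was read by AlphaScreen. Buffer was PBS pH 7.4 with 0.01% Tween-20. Incubations ran 30 min at room temperature, with 10 ug/mL donor/acceptor beads.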
GLS inh = inhibitors of human glutaminase (GLS) | GLS enzymatic activity, qHTS titration | 410,000 compounds, 0.21% hits | Potency, µM (series often up to 45.5 µM), for inactives: at the top dose activity change, negative = inhibition, hits mostly inhibitors; also: potency is read from the fitted curve at half-maximal effect; % is scaled to controls: 0 for no effect and ±100 for the full control effect
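hKGA in 45 mM KH2PO4 (pH 8.2), 0.02% Tween-20 with compound, then 1mM L-Glutamine (stock as added) plus glutamate oxidase/HRP/Amplex red coupling mix. Fluorescence read initially and after 30 min at RT; signal change reflects glutamate formation.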
PI4K2A inh = PI4K2A (human) kinase inhibition | Q9BTU6 | purified PI4K2A, ADP-Glo luminescence, 1 h; stronger effect = lower value | activity change, negative = inhibition, % at 76.9 µM | 420,000 compounds, 0.13% hits | AID 1346378; in the data active = activity change below about -50%; inconclusive = mostly about -30% to -49%;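 also: -100% = wells without enzyme as full effect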
Target sequence (Q9BTU6 whole entry, looked up): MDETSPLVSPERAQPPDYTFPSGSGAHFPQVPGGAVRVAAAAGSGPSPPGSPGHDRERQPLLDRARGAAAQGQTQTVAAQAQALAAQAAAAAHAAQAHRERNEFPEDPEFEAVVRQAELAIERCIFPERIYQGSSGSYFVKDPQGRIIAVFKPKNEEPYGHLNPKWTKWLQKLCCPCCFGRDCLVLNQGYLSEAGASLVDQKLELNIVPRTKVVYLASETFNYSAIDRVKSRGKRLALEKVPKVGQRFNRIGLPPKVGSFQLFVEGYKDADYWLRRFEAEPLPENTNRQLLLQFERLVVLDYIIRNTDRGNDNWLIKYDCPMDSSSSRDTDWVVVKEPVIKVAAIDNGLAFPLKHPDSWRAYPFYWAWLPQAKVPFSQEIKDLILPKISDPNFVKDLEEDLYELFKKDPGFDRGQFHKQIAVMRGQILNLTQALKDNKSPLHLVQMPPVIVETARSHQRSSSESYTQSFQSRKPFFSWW
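PI4K2A activity was measured by ADP-Glo luminescence: enzyme (4 ug/mL stock) and phosphatidylinositol (1.2 mM stock) in Tris pH 7.5/MgCl2/EGTA/Triton X-100 buffer were reacted with ATP (300 microM stock) for one hour at ambient temperature.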
Pin1 inhibitor = blocks the human prolyl isomerase Pin1. Potency, µM (top dose mostly 115 µM), inactives show at the top dose activity, negative = inhibition, most hits filed as inhibitors. 390,000 compounds, 0.009% hits. AID 504891. Q13526. Pin1 FP peptide displacement, HiFluor488, 10 min; active = well fitted inhibition curve with a large enough effect in the polarisation, with a control signal flat, not every such curve was filed as active; inconclusive = small, poorly fitted or top-dose-only effect, or effect the other way, or a change in a side signal; inactive = no such curve, though single readings can be large or run the other way; the % refers to the polarisation; also: potency is read from the fitted curve at half-maximal effect; % is scaled to controls: 0 for no effect and ±100 for the full control effect
TrxR1 substrate = rat thioredoxin reductase 1 substrate activity; purified TrxR1 substrate turnover, NADPH consumption readout; 390,000 compounds, 0.01% hits; O89049; Potency, µM (doses to about 114 µM), for inactives: top-dose activity change, negative = substrate turnover; AID 588456; also: potency is read from the fitted curve at half-maximal effect; % is scaled to controls: 0 for no effect and ±100 for the full control effect; nearly all actives have a fitted effect of over 50% in size
Target sequence (O89049 whole entry, looked up): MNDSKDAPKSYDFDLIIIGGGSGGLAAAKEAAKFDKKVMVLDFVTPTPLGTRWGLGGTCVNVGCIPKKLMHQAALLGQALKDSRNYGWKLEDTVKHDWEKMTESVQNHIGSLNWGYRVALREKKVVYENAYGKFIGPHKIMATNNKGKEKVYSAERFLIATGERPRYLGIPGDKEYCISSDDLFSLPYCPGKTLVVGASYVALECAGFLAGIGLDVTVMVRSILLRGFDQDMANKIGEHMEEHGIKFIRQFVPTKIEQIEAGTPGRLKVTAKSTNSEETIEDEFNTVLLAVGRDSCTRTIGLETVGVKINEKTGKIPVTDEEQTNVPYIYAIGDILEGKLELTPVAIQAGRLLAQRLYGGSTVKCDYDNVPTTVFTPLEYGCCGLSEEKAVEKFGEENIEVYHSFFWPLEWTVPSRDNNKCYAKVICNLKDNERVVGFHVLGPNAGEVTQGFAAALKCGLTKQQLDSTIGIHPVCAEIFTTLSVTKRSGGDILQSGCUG
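Rat TrxR1, dispensed at 90 nM, was prereduced with 400 uM NADPH (final) for 5 min at ~22 deg C, then incubated with compound 15 min before 400 uM selenite. A first-read NADPH fluorescence drop versus no-compound background flagged substrates.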
mIDH1 inhibitor = human IDH1 R132H inhibition | O75874 | IDH1-R132H enzyme, NADPH consumption, diaphorase/resazurin fluorescence | AID 602179 | Potency, µM (doses to about 76.6 µM), for the others: at the highest dose activity change, negative = inhibition, most hits filed as inhibitors | 390,000 compounds, 0.093% hits; also: potency is read from the fitted curve at half-maximal effect; % is scaled to controls: 0 for no effect and ±100 for the full control effect; nearly all actives have a fitted effect of over 65% in size
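IDH1-R132H (0.5 ug/mL dispensed) in pH 7.5 Tris buffer was preincubated 30 min with compound, then given a substrate mix of 0.016 mM NADPH and 2 mM alpha-KG for 80 min at room temperature; remaining NADPH was read by diaphorase/resazurin fluorescence.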
USP1 inh = blocks the human USP1/UAF1 deubiquitinase complex | recombinant USP1/UAF1, Ub-Rhodamine cleavage fluorescence | Potency, µM (series often up to 57.1 µM), without a hit: at the highest dose activity change, negative = inhibition, hits mostly inhibitors | 390,000 compounds, 0.23% hits | AID 743255; also: potency is read from the fitted curve at half-maximal effect; % is scaled to controls: 0 for no effect and ±100 for the full control effect; nearly all actives have a fitted effect of over 60% in size; inactives centre near -12
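Step one: compound is pinned into 1nM USP1/UAF1 in HEPES pH 7.8 buffer with TCEP. Step two: 15 min room-temperature incubation. Step three: Ub-Rho (150nM final) starts cleavage, tracked by fluorescence over six one-minute reads.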
Tb PGK inh = blocks T. brucei phosphoglycerate kinase. AID 602233. PGK/GAPDH coupled, Kinase-Glo luminescence, 60 min. Potency, µM (doses to about 57.5 µM), without a hit: top-dose activity change, negative = inhibition, most hits filed as inhibitors. P07378. 380,000 compounds, 0.043% hits; also: potency is read from the fitted curve at half-maximal effect; % is scaled to controls: 0 for no effect and ±100 for the full control effect; nearly all actives have a fitted effect of over 60% in size
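Recombinant glycosomal PGK reaction used 1,3-bisphosphoglycerate generated in-well by GAPDH (100nM final) in 100mM TEA pH 7.6, 5mM MgCl2, 0.01% Tween-20. After 60 minutes at room temperature, ATP was read by Kinase-Glo Plus luminescence end-point.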
rTrxR1 inhibitor = inhibitors of rat thioredoxin reductase 1 | AID 588453 | O89049 | recombinant rTrxR1, NADPH fluorescence consumption, selenite substrate | Potency, µM (highest dose often 114 µM), for inactives: at the highest dose activity change, negative = inhibition, hits mostly inhibitors | 390,000 compounds, 1% hits; also: potency is read from the fitted curve at half-maximal effect; % is scaled to controls: 0 for no effect and ±100 for the full control effect; nearly all actives have a fitted effect of over 65% in size
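Rat TrxR1 (90 nM in the dispensed reagent) was pre-reduced with 400 uM NADPH for 5 min at room temperature, then incubated with compound for 15 min. After 400 uM selenite was added, NADPH fluorescence (Ex 340/Em 450 nm) was followed for 8 min.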
Active calls of the source: *; i = inactive; ? = inconclusive; . = not tested or not shown; [ ] = remark or other dose. Unless noted, calls follow the shape of the dose curve; as a rule, active = well fitted curve in the direction sought with a large enough effect; inconclusive = small, poorly fitted or top-dose-only effect, or another doubt; inactive = no such curve, though single readings can be large; an effect the other way counts as inactive or inconclusive. This is a subset, so the mix of outcomes need not match the whole.

SMILES	HP1b binding inh	GLS inh	PI4K2A inh	Pin1 inhibitor	TrxR1 substrate	mIDH1 inhibitor	USP1 inh	Tb PGK inh	rTrxR1 inhibitor
Cn1ccnc1SCC(=O)c1ccc([N+](=O)[O-])cc1	-14%	-25%	-2	-1%	-2%[57.1 µM]	0%	-10%	4%	-12%[57.1 µM]
CCOC(=O)c1oc2cc(O)ccc2c(=O)c1-c1csc(C)n1	17%	5%	-9	5%	-15%	2%	-3%	-9%	-18%
Cc1cc(C)c2c(=O)n3c(nc2c1)C(Cc1ccc(O)cc1)NC(=O)c1cccnc1-3 (centres undefined)	.	15%	-2	.	.	17%	-19%	-4%	.
N#Cc1cccc(NC(=O)CCn2ccnc2)c1	11%	20%	-22	6%	-3%	-4%	8%	-1%	-7%
CN(C)CC1CCCCC1OC(=O)c1ccc(Br)cc1 (centres undefined)	8%	5%	7	-8%	10%[57.1 µM]	10%	-15%	-8%	14%[57.1 µM]
CS(=O)(=O)Nc1cccc(C2=NN(C(=O)c3ccc(F)cc3)C(c3cccs3)C2)c1 (centres undefined)	16%	9%	-4	25%	-8%	-5%	-4%	-1%	3%
O=C(CCCN1C(=O)/C(=C\c2ccccc2)SC1=S)N1CCOCC1	?	-1%	4	-1%	-14%	-2%	-7%	0%	-5%
O=C(c1ccco1)N1CCCC(c2nc3c(nnn3Cc3cccc(Cl)c3)c(=O)[nH]2)C1 (centres undefined)	29%	4%	2	-4%	9%	15%	-15%	-10%	2%
COc1ccc(/C=N/NC(=O)c2ccc(CN3c4cccc5cccc(c45)S3(=O)=O)cc2)cc1	57%[activator]	0%	1	24%	91%	7%	-13%	i	19%[57.1 µM]
CCN1CCSc2ccc(C(=O)Nc3ccc(NC(C)=O)cc3)cc21	16%	8%	-3	0%	12%	-1%	-9%	-2%	21%

SMILES	HP1b binding inh	GLS inh	PI4K2A inh	Pin1 inhibitor	TrxR1 substrate	mIDH1 inhibitor	USP1 inh	Tb PGK inh	rTrxR1 inhibitor
O=C(c1cccs1)c1ccc(-c2cccs2)s1	322%	11%	-13	67%[activator]	18%[57.1 µM]	9%	-17%	-17%	9%[57.1 µM]
O=C(N/N=C/c1cc([N+](=O)[O-])ccc1O)c1cc(-c2ccccc2)nc2ccccc12	9%	-1%	2	42%[activator]	-15%	5%	-22%	-9%	?
CC(C)C(=O)Nc1ccc([N+](=O)[O-])cc1Br	17%	-2%	2	-12%	-6%	2%	-14%	-7%	-13%
Cc1ccc(CNC(=O)C(=O)NCC(c2ccco2)N2CCOCC2)cc1 (centres undefined)	30%	-7%	-4	2%	-3%	-4%	2%	1%	3%
Cc1cc(C)nc(N2CCC(C(=O)NCc3ccccc3)CC2)n1	-7%	-8%	3	-2%	16%[57.1 µM]	3%	-21%	2%	22%[57.1 µM]
Nc1c(C(=O)NCc2ccccc2)sc2nc(N3CCOCC3)c3c(c12)CCCC3	37%[activator]	-5%	3	4%	93%[activator][57.1 µM]	?	-20%	-5%	10%[57.1 µM]
COc1ccccc1Cn1c(=S)[nH]c2ccccc2c1=O	68%[activator]	20µM*	-2	1%	-8%	9%	-20%	-3%	-17%
O=C(COC(=O)c1cc(Cl)ccc1O)Nc1ccc2c(c1)OCCO2	17%	-1%	-2	1%	7%	2%	-16%	-8%	13%
S=C(NC1CCCC1)NC1CCCC1	29%	1%	-4	0%	10%	15%	-22%	-13%	4%
CC(C)c1nnc(NC(=O)COC(=O)/C=C/c2ccc([N+](=O)[O-])cc2)s1	22%	-12%	1	0%	-3%	5%	-13%	-9%	19%

SMILES	HP1b binding inh	GLS inh	PI4K2A inh	Pin1 inhibitor	TrxR1 substrate	mIDH1 inhibitor	USP1 inh	Tb PGK inh	rTrxR1 inhibitor
Cc1ccccc1NC(=O)Cn1cnc2c(oc3nc4c(cc32)COC(C)(C)C4)c1=O	5%	-9%	1	0%	-2%	1%	-13%	-14%	-4%
Cc1ccc(NC(=O)CCSc2nnc(C)o2)cc1	10%	-2%	-3	?	5%	0%	-16%	-1%	24%
c1ccc(-c2cc(-c3nc4ccccc4[nH]3)c3ccccc3n2)cc1	32%[activator]	10%	-4	18%	65%[activator][57.1 µM]	5%	-6%	-4%	-6%[57.1 µM]
CC(=O)N1CCc2c(sc(NC(=O)Cc3ccc(C)cc3C)c2C#N)C1	14%	26%	-6	1%	1%	1%	-23%	i	10%
O=C(Nc1cccc(S(=O)(=O)NCc2ccco2)c1)c1cc(-c2ccc(F)cc2)nc2ccccc12	6%	-1%	-1	13%	-2%	6%	-19%	-6%	-8%
COc1ccc(NC(=S)N(Cc2cccnc2)Cc2cc3cc(OC)c(OC)cc3[nH]c2=O)cc1	54%[activator]	13%	2	-2%	6%	3%	-10%	-1%	-2%
CCOC(=O)c1c(NC(=O)C2c3ccccc3Oc3ccccc32)sc(C(=O)N(CC)CC)c1C	23%	3%	2	25%	-5%	4%	-13%	i	20%[57.1 µM]
CC(=O)c1sc(NC(=O)c2cc3c(C)nn(-c4ccccc4)c3s2)nc1C	44%[activator]	14%	7	-5%	10%[57.1 µM]	10%	-7%	6%	35%[57.1 µM]
COc1cccc(NC(=O)N(C)C[C@@H]2OCc3cnnn3CCCC(=O)N([C@H](C)CO)C[C@@H]2C)c1	.	-1%	2	.	.	-1%	-17%	-4%	.
C[C@H](NC(=O)[C@@H]1Cc2ccccc2CN1)C(=O)NC1CCCCC1	22%	-3%	-1	1%	3%	0%	-24%	i	13%

SMILES	HP1b binding inh	GLS inh	PI4K2A inh	Pin1 inhibitor	TrxR1 substrate	mIDH1 inhibitor	USP1 inh	Tb PGK inh	rTrxR1 inhibitor
CCOc1cc(/C=N/NC(=O)C(=O)NCc2cccnc2)ccc1O	15%	0%	-1	-6%	-16%	0%	-14%	-2%	-15%
CCOc1ccc(CCNC(=O)CSc2cc(=O)n(CC)c3ccccc23)cc1OCC	45%[activator]	3%	0	-1%	-17%[57.1 µM]	5%	-11%	-6%	8%[57.1 µM]
O=C(NCCn1ccc2ccccc21)C1CCCCC1	23%	3%	-7	1%	8%[57.1 µM]	-2%	-22%	i	15%[57.1 µM]
N#CC1(NC(=O)CSc2nnc(C3CC3)n2C2CC2)CCCCC1	11%	-8%	-6	-5%	6%	2%	-20%	-4%	27%
O=C(Nc1ccccc1C(=O)N1CCOCC1)c1cccc(S(=O)(=O)N2CCCC2)c1	-2%	8%	6	0%	-6%	-3%	-7%	-3%	-16%
COc1ccc(S(=O)(=O)Nc2cc3c4c(c2)CC(=O)N4CCC3)cc1C	0%	13%	2	-13%	-6%	-3%	-10%	-5%	5%
CCCCN1CC[C@@H]2C=CC[C@H](C(=O)OC)[C@@H]2C1=O	28%	1%	-1	-2%	6%	4%	-19%	0%	18%
CC(NC(=O)C12CC3CC(CC(O)(C3)C1)C2)c1ccccc1 (centres undefined)	1%	-1%	4	1%	-3%	-5%	-11%	4%	-3%
CC(=O)Nc1ccc(CN2CCC(CO)(CCOc3ccccc3)CC2)cc1	48%[activator]	3%	4	3%	3%	-10%	-11%	5%	17%
CSc1sc(-c2n[nH]c(=S)n2C)c2c1C=CCC2	12%	19%	1	7%	4%	-3%	-18%	-1%	-16%[57.1 µM]

SMILES	HP1b binding inh	GLS inh	PI4K2A inh	Pin1 inhibitor	TrxR1 substrate	mIDH1 inhibitor	USP1 inh	Tb PGK inh	rTrxR1 inhibitor
Cc1ccc(NC(=O)CN2CCN(c3ccccn3)CC2)cc1S(=O)(=O)N(C)C	15%	0%	2	-1%	-8%[57.1 µM]	5%	-8%	i	9%
O=C(Nc1ccc(F)cc1)OCCOc1ccc(Br)cc1	33%	1%	-2	1%	-1%	3%	-26%	i	1%[57.1 µM]
Clc1nc(Nc2ccc(N3CCOCC3)cc2)c2ccccc2n1	-7%	-28%	-3	-9%	3%[57.1 µM]	5%	-1%	i	20%[57.1 µM]
COCC(=O)OCC(=O)c1cc(C)n(-c2ccc(Br)cc2)c1C	-13%	12%	7	-7%	-1%[57.1 µM]	-2%	-18%	0%	-5%[57.1 µM]
CC1=C(C(=O)NCc2ccccc2)C(c2ccccc2OCC(N)=O)NC(=O)N1 (centres undefined)	21%	6%	-1	-2%	12%	2%	8%	3%	7%
O=C(NCc1nc2ccccc2[nH]1)C1=C[C@@H](c2csc3ccccc23)C[C@@H](OCCCCO)O1	?	-1%	0	70%[activator]	5%[57.1 µM]	-9%	-32%	9%	3%[57.1 µM]
O=C(CSc1nc(-c2ccco2)cc(C(F)(F)F)n1)NCCCN1CCOCC1	20%	4%	2	-1%	3%[57.1 µM]	0%	-11%	1%	-7%[57.1 µM]
CCOc1ccc(NC(=O)c2ccc(N3CC4CC(C3)c3cccc(=O)n3C4)c(N)c2)cc1 (centres undefined)	6%	25%	-2	0%	-5%	0%	-24%	i	-5%
COc1cccc2c1cc1c(=O)n(CC(=O)NCc3ccc(N(C)C)cc3)nc(C)n12	33%	-3%	1	-11%	8%	-7%	-17%	i	21%
